FBW7 activator: activators of human E3 ligase FBW7; Q969H0; AlphaScreen FBW7–phospho-cyclin E peptide binding, activator screen; normalized activity (activation), % at 26.1 µM; 650,000 tested, 0.13% active; AID 1259310; in the data active = normalized activity above about 1.9%;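 note: purified mutant Fbw7 with reduced substrate affinity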
MITF primary: human MITF inhibition, primary screen | O75030 | AlphaScreen MITF homodimerization, bead proximity signal | inhibition, % at 2.6 µM | 650,000 tested, 0.91% active | AID 1259374; in the data active = inhibition above about 50%;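 note: 0% = vehicle wells with protein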
Target sequence (O75030 whole entry, looked up): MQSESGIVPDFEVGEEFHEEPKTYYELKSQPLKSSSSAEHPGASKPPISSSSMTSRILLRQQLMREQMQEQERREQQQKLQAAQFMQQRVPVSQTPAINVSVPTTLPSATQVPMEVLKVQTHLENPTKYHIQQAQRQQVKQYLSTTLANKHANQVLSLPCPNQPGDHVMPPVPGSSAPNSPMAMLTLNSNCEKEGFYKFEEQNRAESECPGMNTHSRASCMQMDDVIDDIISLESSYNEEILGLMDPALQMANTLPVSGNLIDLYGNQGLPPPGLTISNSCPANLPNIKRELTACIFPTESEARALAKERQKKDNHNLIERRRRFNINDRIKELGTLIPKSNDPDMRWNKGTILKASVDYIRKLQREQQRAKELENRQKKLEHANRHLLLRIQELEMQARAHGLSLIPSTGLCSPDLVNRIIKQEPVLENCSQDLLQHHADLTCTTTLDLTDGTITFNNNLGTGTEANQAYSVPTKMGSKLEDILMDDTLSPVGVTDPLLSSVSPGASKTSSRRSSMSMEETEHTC
TEAD-YAP block: TEAD-YAP interaction inhibition | HEK-TIYL cells, TEAD-Gal4/YAP UAS-luciferase luminescence | 640,000 tested, 1.4% active | inhibition, % at 9.12 µM; in the data active = inhibition above about 32%;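 note: 0% = median of test compound wells and 100% = reference inhibitor wells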
GPR151 ag: activates the human receptor GPR151; PathHunter beta-arrestin GPR151 cells, luminescence; activation, % at 11.2 µM; 650,000 tested, 1% active; in the data active = activation above about 4.9%;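 note: 0% = median of compound wells and 100% = cells with positive control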
Target sequence (Q8TDV0 whole entry, looked up): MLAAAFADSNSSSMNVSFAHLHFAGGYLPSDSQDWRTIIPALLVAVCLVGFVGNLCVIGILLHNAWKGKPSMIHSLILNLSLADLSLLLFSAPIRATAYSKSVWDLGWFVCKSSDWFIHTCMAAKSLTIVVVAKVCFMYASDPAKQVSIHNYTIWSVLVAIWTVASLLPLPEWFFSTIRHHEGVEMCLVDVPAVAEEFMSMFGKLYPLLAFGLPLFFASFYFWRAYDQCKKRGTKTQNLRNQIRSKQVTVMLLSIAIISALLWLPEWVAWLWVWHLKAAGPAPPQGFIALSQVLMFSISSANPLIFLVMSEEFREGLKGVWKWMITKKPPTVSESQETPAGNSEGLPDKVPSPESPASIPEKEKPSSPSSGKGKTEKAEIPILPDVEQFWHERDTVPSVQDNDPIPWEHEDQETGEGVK
An asterisk follows results filed as active. Not a hit list (roughly 3.5% active in at least one column).

SMILES	FBW7 activator	MITF primary	TEAD-YAP block	GPR151 ag
COc1cc(OC)cc(C(=O)OCc2ccc(Cl)cc2)c1	-0.1	-4.6	6.5	0.0
CCOC(=O)c1[nH]c2c(c1C)C(=O)CC(c1ccc(OCC)c(OC)c1)C2 (stereo not drawn)	0.0	-9.4	6.2	-0.3
COc1ccc(CCNc2nc(NC3CCN(Cc4ccccc4)CC3)nc3c2ncn3-c2ccsc2)cc1	-0.2	7.9	8.5	-0.6
O=C(NCc1ccccc1Cl)[C@@H]1C[C@@H](n2cnnn2)CN1CCCc1ccccc1	-0.3	-0.8	-3.3	0.0
COc1ccc(CCNC(=O)c2cccc(Nc3nc4ccccc4n3C)c2)cc1	-0.1	0.5	-11.3	3.1
Cc1cc2nc(-c3cccnc3SCC(=O)NC(C)C)[nH]c2cc1C	-0.1	-3.7	-19.9	-8.4
Cc1ncc(CO)c(/C=N/NC(=O)c2cc(O)c(O)c(O)c2)c1O	-0.3	98.6*	-7.1	1.5
C=C(C)CSc1nc2c(cc1C#N)CCC2	0.0	-8.6	-6.3	-1.2
CCN(CC)c1nc(NC(C)(C)C)nc(NC(C)(C)C)n1	0.3	-8.0	17.6	1.2
NS(=O)(=O)c1ccc(N/N=C/c2ccc(Cl)cc2)c([N+](=O)[O-])c1	-0.1	3.1	-5.5	1.1
COc1ccc(-n2nnc(-c3nc(-c4ccc(Cl)cc4)no3)c2N)cc1OC	0.1	12.7	4.1	-1.1
CN(CC(=O)Nc1cccc([N+](=O)[O-])c1)S(=O)(=O)c1ccc2c(c1)CCC(=O)N2	0.1	-18.5	-14.1	-0.2
CC12CCC(C(=O)N3CCCCCC3)(CC1=O)C2(C)C (stereo not drawn)	0.2	10.9	3.5	-1.2
CCSc1nc2sc(C)c(C)c2c(=O)n1-c1ccccc1	0.1	-6.7	-2.7	0.1
CC1CCCCN1C(=O)CSc1nnc(-c2ccco2)o1 (stereo not drawn)	-0.1	2.7	-43.0	2.6
CC(C)=N/N=c1\sc2ccccc2n1C	0.1	12.3	5.3	-0.3
CCC(Br)(CC)C(=O)NC(=O)NC(C)=O	0.3	5.0	14.5	-1.5
COc1cc(OC)cc(C2=Nc3ccc(OC)cc3C(c3cccnc3)=NN2)c1	-0.1	-2.4	-4.1	1.9
Cc1noc(CNC(=O)c2ccc3ccccc3n2)n1	0.0	10.5	-8.2	5.4*
CC(C)OC(=O)CSc1ccc(S(C)(=O)=O)cc1[N+](=O)[O-]	-0.1	-9.2	8.6	1.8
Cc1c(C2=N/C(=C/c3cccc(Br)c3)C(=O)O2)cccc1[N+](=O)[O-]	-0.1	-9.4	1.6	0.8
Cc1oc(-c2ccccc2Cl)nc1CS(=O)CC(=O)NCCC(C)C (stereo not drawn)	1.0	7.1	11.1	0.4
CCN(CC)Cc1c(C)[nH]c2ccccc2c1=O	0.0	-1.7	-55.0	0.6
COc1ccc(Cl)cc1C(=O)CSc1nnnn1C1CCCC1	-0.1	-6.2	-2.9	0.9

Reformatted: entries from further up
Structure,FBW7 activator,MITF primary,TEAD-YAP block,GPR151 ag
O=C(NCc1ccccc1Cl)[C@@H]1C[C@@H](n2cnnn2)CN1CCCc1ccccc1,-0.3,-0.8,-3.3,0.0
COc1ccc(CCNC(=O)c2cccc(Nc3nc4ccccc4n3C)c2)cc1,-0.1,0.5,-11.3,3.1
Cc1cc2nc(-c3cccnc3SCC(=O)NC(C)C)[nH]c2cc1C,-0.1,-3.7,-19.9,-8.4
Cc1ncc(CO)c(/C=N/NC(=O)c2cc(O)c(O)c(O)c2)c1O,-0.3,98.6*,-7.1,1.5
C=C(C)CSc1nc2c(cc1C#N)CCC2,0.0,-8.6,-6.3,-1.2
CCN(CC)c1nc(NC(C)(C)C)nc(NC(C)(C)C)n1,0.3,-8.0,17.6,1.2
NS(=O)(=O)c1ccc(N/N=C/c2ccc(Cl)cc2)c([N+](=O)[O-])c1,-0.1,3.1,-5.5,1.1
COc1ccc(-n2nnc(-c3nc(-c4ccc(Cl)cc4)no3)c2N)cc1OC,0.1,12.7,4.1,-1.1
CN(CC(=O)Nc1cccc([N+](=O)[O-])c1)S(=O)(=O)c1ccc2c(c1)CCC(=O)N2,0.1,-18.5,-14.1,-0.2
CC12CCC(C(=O)N3CCCCCC3)(CC1=O)C2(C)C (stereo not drawn),0.2,10.9,3.5,-1.2
CCSc1nc2sc(C)c(C)c2c(=O)n1-c1ccccc1,0.1,-6.7,-2.7,0.1
CC1CCCCN1C(=O)CSc1nnc(-c2ccco2)o1 (stereo not drawn),-0.1,2.7,-43.0,2.6
CC(C)=N/N=c1\sc2ccccc2n1C,0.1,12.3,5.3,-0.3
CCC(Br)(CC)C(=O)NC(=O)NC(C)=O,0.3,5.0,14.5,-1.5
COc1cc(OC)cc(C2=Nc3ccc(OC)cc3C(c3cccnc3)=NN2)c1,-0.1,-2.4,-4.1,1.9
Cc1noc(CNC(=O)c2ccc3ccccc3n2)n1,0.0,10.5,-8.2,5.4*
CC(C)OC(=O)CSc1ccc(S(C)(=O)=O)cc1[N+](=O)[O-],-0.1,-9.2,8.6,1.8
Cc1c(C2=N/C(=C/c3cccc(Br)c3)C(=O)O2)cccc1[N+](=O)[O-],-0.1,-9.4,1.6,0.8

Carrying on.
SMILES	FBW7 activator	MITF primary	TEAD-YAP block	GPR151 ag
CS(=O)(=O)Nc1ccccc1C(=O)Nc1ccccc1C(=O)NCCc1ccccc1	-0.1	-7.8	-21.3	1.2
OC(c1nnc(-c2ccccc2)o1)c1cccc(Cl)c1Cl (stereo not drawn)	0.0	3.8	11.3	-0.7
Cc1ccnc(SCc2cc(=O)c(OC(=O)c3cc(Cl)ccc3[N+](=O)[O-])co2)n1	-0.1	2.0	-1.7	14.0*
CCOc1ccc2nc(Nc3nc4ccc(S(C)(=O)=O)cc4s3)sc2c1	-0.1	-2.3	11.6	-1.6
Cc1nc(NCC(C)(C)C)sc1-c1ccn(CC2CC2)n1	0.0	-8.6	12.9	-0.2
COC(=O)c1ccc(NC(=O)c2cc3c(CO)cnc(C)c3oc2=N)cc1	-0.1	-0.2	-2.5	0.5
COc1ccc(OC)c(NC(=S)NNC(=O)COc2cc(C)ccc2C)c1	0.0	12.9	2.5	-0.4
CCSc1nnc(-c2cccc([N+](=O)[O-])c2)n1C	0.1	9.1	-0.8	-0.7
CCC(C)c1ccc(OCCNCCCOC)cc1 (stereo not drawn)	-0.1	46.2	-11.9	3.0
Cc1ccc(C(=O)Cn2nnc3ccccc32)cc1[N+](=O)[O-]	0.1	7.0	-27.8	-1.6
COc1ccccc1-n1cc(C(=O)NCC(=O)N2CCCC2)c2ccccc2c1=O	0.3	5.2	-11.7	-0.5
COc1cc2nc(Nc3ccncn3)nc(NCCc3ccc(O)cc3)c2cc1OC	-0.1	-3.3	3.7	-1.0
CC1(C)CC(=O)C2=C(C1)N(N1CCOCC1)C(N)=C(C#N)C2c1ccccc1Cl (stereo not drawn)	0.0	-23.7	5.1	0.2
Cc1ccc(-c2csc3ncc(C(=O)N(C)CC4OCCO4)c(=O)n23)cc1	-0.2	11.0	4.3	0.9
COCCNC(=O)c1c(NC(=O)c2ccccc2[N+](=O)[O-])sc2c1CCCC2	0.0	-18.7	10.8	-1.2
O=C(CC1Oc2ccccc2NC1=O)NCc1ccco1 (stereo not drawn)	0.0	21.5	8.3	0.8
O=C(NCc1ccccn1)c1ccc(Cl)c(Cl)c1	0.4	-28.9	-24.8	0.2
Cc1cccc(NC(=O)C23CC4CC(C2)CC(n2nnc(C)n2)(C4)C3)c1	-0.2	15.9	-12.3	0.0
CC(C)(C)c1ccc(C2=N/C(=C\c3ccc(Br)cc3)C(=O)O2)cc1	0.1	-13.1	8.0	0.9
COc1ccc(C(=O)N2CCN(C)CC2)cc1[N+](=O)[O-]	0.3	7.4	-2.8	0.9
CC1CCCC(C)N1CCCNC(=O)Cn1ncc2c(=O)oc3ccccc3c21 (stereo not drawn)	0.1	12.3	5.7	0.1
COc1ccc(-c2cc(C(=O)N3CCCCC3)no2)cc1OC	0.1	-7.6	-39.0	0.0
O=C(CCCN1C(=O)c2ccccc2C1=O)Oc1ccc(I)cc1	0.1	9.0	3.7	-0.2
Cc1ccnc(N2C(=O)C3C4C=CC(C4)C3C2=O)c1 (stereo not drawn)	-0.1	15.0	-7.7	-1.1
O=C1NC(=S)S/C1=C/c1ccc(N2CCCC2)c(F)c1	-0.1	-4.9	-14.9	1.0
CS(=O)(=O)N(CC(=O)NCCSC1CCCCC1)c1cc(Cl)ccc1Cl	-0.1	-2.2	4.5	0.7
COC(=O)c1c(NS(=O)(=O)c2ccc(C)cc2)sc(C)c1C	-0.3	-9.0	8.0	-0.2
Cc1nc2ccccc2n1S(=O)(=O)c1ccc(S(=O)(=O)N2CCCC2)cc1	0.0	0.1	4.8	-0.5
Cn1c(-c2ccccc2)n[nH]c1=S	1.3	9.9	-2.6	1.2
COc1cccc(C2CC(=O)Nc3c2ccc2ccccc32)c1OC (stereo not drawn)	0.0	-6.6	0.3	0.5
CCN(CC)Cc1c(O)ccc2cc(-c3nc4ccccc4n3C)c(=O)oc12	-0.1	15.3	-2.9	-0.2
Cc1cccc(C)c1NC(=O)COC(=O)c1cccnc1	0.1	12.6	1.1	4.4
CCOC(=O)C1CCCCN1C(=O)CCC1(Cc2ccc(SC)cc2)CCC(=O)N1 (stereo not drawn)	0.6	-1.3	11.4	-0.1
COc1ccc(N2C(=O)C3C4c5ccccc5C(c5ccccc54)C3(C)C2=O)cc1 (stereo not drawn)	0.0	10.5	6.0	-0.4
COc1ccc(NC(=O)CSc2nnc(CNC(=O)c3ccco3)n2-c2cc(OC)ccc2OC)cc1	-0.2	7.0	-13.0	-0.8
Cc1ncc(-c2ccc(F)cc2)c(C2CCCN(Cc3ncc[nH]3)C2)n1 (stereo not drawn)	0.1	-13.9	-0.6	-1.2
COc1ccc(NS(=O)(=O)c2cc(OCC(N)=O)c(C)cc2Cl)c(OC)c1	0.2	1.7	1.2	1.6
C=CCOc1ccccc1CN1CCc2nnc(CNC(=O)c3cc(C)oc3C)n2CC1	-0.2	-5.2	-4.9	-0.6
O=C(c1ccco1)N1CCN(C(=O)C2CC(c3ccc(F)cc3)=NO2)CC1 (stereo not drawn)	0.1	7.2	-7.3	0.3
O=C(Cn1c(NCCO)nc2ccccc21)N1CCN(Cc2ccccc2)CC1	0.2	0.2	-2.7	-0.6
CCCN(CCC)Cc1c(C(=O)NN)nnn1-c1nonc1N	0.1	7.4	4.7	-0.5
Cc1cccc(C(=O)Nc2nnc(-c3ccco3)o2)c1	-0.1	-4.3	-2.6	-0.6
Cc1ccc2c(c1)CC(c1nc3ccc(-c4cn[nH]c4)cc3c(=O)[nH]1)CO2 (stereo not drawn)	0.2	46.9	-10.0	-2.1
N#Cc1ccccc1COc1ccc(Br)cc1CO	-0.1	-2.7	-12.0	3.4
CC(C)n1c(N2CCC(N3CCOCC3)CC2)nc2c(NCCOc3ccccc3)ncnc21	-0.1	7.2	2.4	0.2
c1ccc2c(-c3csc(NC4CCCC4)n3)c[nH]c2c1	5.4*	0.7	-9.1	-0.1
O=C(NCc1ccc2c(c1)OCO2)C1CCCCC1	0.2	-13.2	-13.6	-1.7
CC(Oc1ccc(Br)cc1)C(=O)N1CCN(C)CC1 (stereo not drawn)	-0.1	17.3	10.7	-1.2
COc1ccc(-c2cc(=O)c3cc(OC(=O)c4ccco4)ccc3o2)cc1	-0.1	-9.2	-3.4	2.1
COc1ccccc1N1CCN(c2ncnc3sc(C(=O)N4CCOCC4)c(C)c23)CC1	0.2	23.6	9.4	-0.4
COc1ccc(C2NC(=O)NC3=C2C(=O)N(CCc2ccc(F)cc2)C3)cc1 (stereo not drawn)	-0.1	7.6	-0.2	-0.2
CCOC(=O)C1=C(C)N=c2s/c(=C\c3ccc(OCc4ccc([N+](=O)[O-])cc4)cc3)c(=O)n2C1c1ccc(C(C)C)cc1 (stereo not drawn)	0.7	-5.6	-1.7	-0.5
Nc1n[nH]c(-c2ccc(F)cc2)n1	0.0	-8.6	-19.5	0.6
COc1cccc(C(=O)N2c3ccccc3C(N(C(=O)C(F)(F)F)c3ccccc3)CC2C)c1 (stereo not drawn)	0.0	12.4	2.6	0.5
CCOC(=O)c1sc2ncnc(Nc3ccc(C)cc3Br)c2c1C	0.2	2.9	58.8*	-0.1
N#Cc1cc2c(=O)n3ccccc3nc2n(Cc2ccccc2)c1=NC(=O)c1ccco1	-0.1	-6.7	-2.1	0.7

Bioassay records deposited in PubChem BioAssay by The Scripps Research Institute Molecular Screening Center.
